Bim-Bfl-1: inhibitors of Bim binding to Bfl-1, primary screen, biochemical, multiplexed, bead-based flow cytometry. Bcl-2-related protein A1 (Homo sapiens), Q16548. Bim-Bfl-1 binding inhibition. inhibition, % at 10 µM. 190,000 tested, 0.12% active. AID 1008, 2008;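 note: 0% = wells without compound plus tracer and 100% = blocker peptide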
ABCG2 block: ABCG2 efflux pump inhibitors, primary screen, multiplex with ABCB1, IgMXP3 cells, flow cytometry; AID 1325, 2008; JC-1 efflux; Broad substrate specificity ATP-binding cassette transporter ABCG2 (Homo sapiens), Q9UNQ0; 190,000 tested, 0.1% active; inhibition, % at 6.6 µM;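 active = inhibition above 80%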;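 note: 0% = DMSO and 100% = nicardipine control wells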
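test system = two drug-resistant human cell lines, ABCG2 and ABCB1 | amount = 3 million cells/mL final, two lines in 1:1 ratio | reagent = JC-1 transporter substrate | doses = one concentration, 6.6 µM final | incubation = 10 min at 25 °C | signal = flow cytometric JC-1 green MFI at 530 nm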
Bim-Bcl-XL: inhibitors of Bim-Bcl-XL binding, primary screen, biochemical, multiplexed, bead flow cytometry, human Bcl-XL. Bcl-2-like protein 1 (Homo sapiens), Q07817. Bim peptide-Bcl-XL binding, fluorescence. inhibition, % at 10 µM. 190,000 tested, 0.04% active
Target sequence (Q07817 whole entry, looked up): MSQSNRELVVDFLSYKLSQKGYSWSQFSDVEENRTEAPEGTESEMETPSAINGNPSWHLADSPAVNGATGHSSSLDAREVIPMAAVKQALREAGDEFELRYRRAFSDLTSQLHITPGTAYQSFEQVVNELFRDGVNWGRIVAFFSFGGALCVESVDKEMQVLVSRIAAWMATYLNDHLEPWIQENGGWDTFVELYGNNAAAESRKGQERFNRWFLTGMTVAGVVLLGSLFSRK
Mcl-1 Bim block: inhibitors of Bim peptide binding to Mcl-1, primary screen, biochemical, bead-based flow cytometry, multiplex; Bim peptide-Mcl-1 binding; inhibition, % at 10 µM; 190,000 tested, 0.1% active; AID 1009, 2008;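 note: 0% = no compound tracer wells and 100% = peptide blocker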
Target sequence (Q07820 whole entry, looked up): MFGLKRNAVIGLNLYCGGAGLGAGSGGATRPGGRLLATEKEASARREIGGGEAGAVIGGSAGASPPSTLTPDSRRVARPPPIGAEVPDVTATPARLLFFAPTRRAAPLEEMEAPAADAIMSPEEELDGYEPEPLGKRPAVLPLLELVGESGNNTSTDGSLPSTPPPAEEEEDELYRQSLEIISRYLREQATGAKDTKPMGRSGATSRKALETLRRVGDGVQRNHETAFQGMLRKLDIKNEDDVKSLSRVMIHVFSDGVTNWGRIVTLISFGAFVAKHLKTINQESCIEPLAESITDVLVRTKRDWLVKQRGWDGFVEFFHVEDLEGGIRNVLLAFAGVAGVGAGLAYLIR
RGS8-Gao: RGS8-Galphao binding modulators, primary screen, biochemical, multiplexed bead flow cytometry; Guanine nucleotide-binding protein G(o) subunit alpha (Homo sapiens), P09471; actives lie on both sides; response (percent of control binding), % at 10 µM; 220,000 tested, 0.34% active; in the data active = response below about 60% or above about 140%; inactive = in between;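 note: Galphao activated as the GDP aluminium fluoride complex binding bead-coupled RGS8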
Target sequence (P09471 whole entry, looked up): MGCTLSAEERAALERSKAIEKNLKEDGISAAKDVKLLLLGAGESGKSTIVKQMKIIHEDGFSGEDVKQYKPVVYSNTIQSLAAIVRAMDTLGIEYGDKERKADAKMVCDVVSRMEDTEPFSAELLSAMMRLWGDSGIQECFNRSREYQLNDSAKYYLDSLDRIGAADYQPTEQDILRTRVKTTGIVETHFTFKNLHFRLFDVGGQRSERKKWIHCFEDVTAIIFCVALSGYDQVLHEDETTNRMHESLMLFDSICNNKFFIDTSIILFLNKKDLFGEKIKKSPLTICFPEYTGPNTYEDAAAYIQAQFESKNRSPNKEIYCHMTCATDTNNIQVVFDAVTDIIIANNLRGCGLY
Bim-Bcl-2: inhibitors of Bim-Bcl-2 binding, primary screen, biochemical, multiplexed, human Bcl-2 family; inhibition, % at 10 µM; AID 950, 2007; Bead-based flow cytometry, Bim peptide-Bcl-2 binding; 190,000 tested, 0.06% active; in the data active = inhibition above about 40%; inconclusive = no clear call, values can overlap the other calls;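 note: 0% = no compound wells with probe peptide and 100% = reference peptide inhibitor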
Bim-Bcl-B: inhibitors of Bim-Bcl-B binding, primary screen, biochemical, multiplexed, human Bcl-2 family; Bcl-2-like protein 10 (Homo sapiens), Q9HD36; bead-based flow cytometry, Bim peptide-Bcl-B binding; inhibition, % at 10 µM; 190,000 tested, 0.073% active;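 note: 0% = tracer peptide without compound and 100% = reference inhibitor peptide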
ABCB1 inh: ABCB1 efflux pump inhibitors, primary screen, cell-based, multiplex, flow cytometry, ABCG2 counter-screen | CCRF-Adr cells, JC-1 efflux | inhibition, % at 6.6 µM | ATP-dependent translocase ABCB1 (Homo sapiens), P08183 | 190,000 tested, 0.067% active; in the data active = inhibition above about 40%;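 note: 0% = vehicle and 100% = reference inhibitor; higher value means more JC-1 retained so stronger ABCB1 efflux block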
Bcl-W Bim block: inhibitors of Bim binding to Bcl-W, primary screen, biochemical, multiplexed, bead-based flow cytometry. Bcl-2-like protein 2 (Homo sapiens), Q92843. Bim peptide-Bcl-W binding. inhibition, % at 10 µM. 190,000 tested, 0.02% active. AID 952, 2007;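 note: 0% = bound tracer without compound and 100% = peptide blocker; higher means less fluorescent Bim peptide bound to Bcl-W beads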
RGS4-Gao reg: modulators of RGS4 binding to Galphao, primary screen, biochemical, multiplexed bead flow cytometry; AID 1415, 2008; 220,000 tested, 0.33% active; binding response (% of control), % at 10 µM; actives lie on both sides; Guanine nucleotide-binding protein G(o) subunit alpha (Homo sapiens), P09471; in the data active = binding response below about 49% or above about 150%; inactive = in between;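 note: fluorescent Galphao activated with aluminum fluoride binding bead-coupled RGS4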
RGS7-Gao: RGS7-Galphao binding modulators, primary screen, biochemical, multiplexed bead flow cytometry | actives lie on both sides | binding response (% of control), % at 10 µM | 220,000 tested, 0.35% active | AID 1439, 2008; in the data active = binding response below about 49% or above about 150%; inconclusive = no clear call, values can overlap the other calls; inactive = in between;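 note: fluorescent Galphao held in activated GDP-AlF4 state binding bead-coupled RGS7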
The depositor's hits bear a star; ? = inconclusive. Cut-off read from the data, not from the text of the source, unless noted: active = inhibition above about 40%.

SMILES	Bim-Bfl-1	ABCG2 block	Bim-Bcl-XL	Mcl-1 Bim block	RGS8-Gao	Bim-Bcl-2	Bim-Bcl-B	ABCB1 inh	Bcl-W Bim block	RGS4-Gao reg	RGS7-Gao
Cc1nnc(NC(=O)CSc2nnc(C)n2Cc2ccccc2)s1	1	0	0	-1	96	2	-2	-0.7	-2	105	102
CCCC(=O)N1CC2(C)CN(C(=O)CCC)CC(CCC)(C1)C2=O	1	1	0	0	102	2	1	0.1	-1	104	102
O=C(Nc1ccccc1N1CCOCC1)c1cccc([N+](=O)[O-])c1	-1	7	-3	-4	101	-5	-1	1.2	-3	103	99
CC(C)(C)C1CCC(=NNC(=O)c2cc(-c3ccccc3)n[nH]2)CC1 (stereo unspecified)	-2	0	-8	-5	100	-4	-6	0.2	-2	106	111
CSc1nc(Oc2cccc(C(F)(F)F)c2)cc(C(F)(F)F)n1	-4	2	1	0	96	1	0	0.3	1	97	93
COCCNC(=O)/C(C#N)=C/c1ccc(SC)cc1	-2	1	0	1	100	0	-2	0.2	0	99	104
O=C(NCc1ccccc1)c1cccc(F)c1F	-7	0	-4	0	105	-3	-8	0.1	-3	103	100
O=C(c1cc2c(s1)CCCC2)N1CCN(Cc2ccc3c(c2)OCO3)CC1	-3	2	-9	1	103	-2	-2	0.7	-1	105	101
CC(=O)Oc1ccc(-c2ccc(C(=O)Nc3cccc(S(=O)(=O)N4CCOCC4)c3)cc2)cc1	-6	-2	-1	-3	97	-4	-3	-0.5	-1	96	?
Nc1cccc(S(=O)(=O)c2ccc(N)c(N)c2)c1	-3	1	0	0	97	-1	-2	0.2	-4	95	93
Cc1nn2c(c1-c1ccccc1)NC1=C(C(=O)CCC1)C2c1ccccc1 (stereo unspecified)	0	2	-1	0	99	-2	-1	1.2	-2	97	98
COc1cccc(N=Nc2c(=O)[nH]n3c(=O)cc(C)[nH]c23)c1	-9	0	0	1	105	-9	-2	0.3	2	101	101
Cc1cccc(OCCCC(=O)NCc2ccco2)c1	-1	3	-1	0	97	-1	-1	1.0	0	100	100
COC(=O)CNC(=O)CSc1nnc2cc(C)c3ccccc3n12	-4	20	0	-2	101	-7	-6	1.4	-2	104	?
Cc1n[nH]c(=O)nc1Nc1ccc(O)cc1	-6	0	-6	0	101	-5	-5	0.0	5	99	99
CC(=O)Nc1nc(-c2ccc([N+](=O)[O-])cc2)cs1	-1	6	-9	-21	104	-2	-3	0.4	-8	103	102
O=C1c2ccccc2C(=O)N1CCSc1nncs1	-7	3	-8	0	100	-8	-8	0.4	0	100	105
CCN1C(=O)C(CC(=O)Nc2ccc(C)cc2C)Nc2cc(S(=O)(=O)N(C)C)ccc21 (stereo unspecified)	-6	-1	-6	-4	102	-3	-4	-0.5	-4	105	104
COc1nc(Cl)cn(-c2ccc(C)cc2)c1=O	1	3	2	-3	85	0	0	0.5	-1	95	97
O=C(CCC1CCCN(C(=O)CCC(F)(F)F)C1)NCc1ccc(F)c(F)c1 (stereo unspecified)	4	6	-1	-1	85	0	2	1.7	0	94	98
Cc1cc(Cl)c(S(=O)(=O)N2CCCCCC2)cc1OCC(N)=O	-2	5	-1	-5	111	-2	0	0.7	0	103	102
C/C(=N\NC(=O)c1ccc(CSc2nncn2C)cc1)c1cccs1	0	-1	0	-1	101	-4	-6	-0.5	-2	101	?
Cc1ccc(CNC(=O)CCNS(=O)(=O)c2cccc3nonc23)cc1	-8	1	0	-1	102	-9	-6	0.3	0	103	102
Cc1ccc([N+](=O)[O-])c2cccnc12	-8	4	-3	-9	100	-2	-6	0.3	0	97	99
CC(=C/C(=O)O)/C=C/c1ccc([N+](=O)[O-])cc1	0	20	-6	-4	100	1	-3	1.7	-4	103	102
Other results.
SMILES	Bim-Bfl-1	ABCG2 block	Bim-Bcl-XL	Mcl-1 Bim block	RGS8-Gao	Bim-Bcl-2	Bim-Bcl-B	ABCB1 inh	Bcl-W Bim block	RGS4-Gao reg	RGS7-Gao
COc1ccc(OC)c(S(=O)(=O)n2cnc3cc(C)c(C)cc32)c1	1	4	0	5	103	1	4	1.1	2	104	103
COc1ccc(CC(=O)OCC(=O)N2N=C(c3ccccc3)CC2c2ccc(OC)cc2)cc1 (stereo unspecified)	-1	30	0	0	82	-1	-6	14	0	91	85
Cc1cc(C)n2nc(SCc3nnc(SCc4ccccc4Cl)s3)nc2n1	2	4	12	1	139	1	-1	0.7	0	119	119
CCOc1ccc(NC(=O)c2cccnc2Cl)c([N+](=O)[O-])c1	-1	27	-6	-5	100	-3	-5	3.1	-3	100	101
C=CCN1C(=O)C(Cc2ccc(OC)cc2)S/C1=N\N=C\c1cccs1 (stereo unspecified)	-12	1	-6	-2	100	-9	-8	0.3	3	102	104
NC(N)=NS(=O)(=O)c1ccc(NC(=S)NC(=O)c2ccc(Br)cc2)cc1	-3	1	0	0	105	3	-4	0.2	-1	101	102
CCCCNC(=S)NNC(=O)c1csc(C(C)C)c1	-3	1	-2	-2	107	-4	-2	-0.1	-1	106	100
CCOC(=O)C1(CCc2ccccc2)CCN(C2Cc3ccccc3C2)CC1	-5	5	-1	-2	98	3	0	6.1	-1	100	99
O=C(C[n+]1ccccc1)Nc1ccccc1Br	-5	3	0	1	101	2	0	0.3	0	102	122
Cc1ccc(O)c(C(=O)c2cc(C#N)c(=O)n(C(C)c3ccccc3)c2)c1 (stereo unspecified)	3	7	0	5	94	3	-7	0.3	4	93	97
Cc1nn2c(-n3ccnc3C)c3c(nc2c1-c1ccccc1)CCC3	-7	2	-18	-1	105	-3	-6	0.6	2	106	109
Cc1cccc(C(C)C)c1NC(=O)c1ccc(CN(c2ccccc2)S(=O)(=O)c2ccccc2)cc1	-4	4	-6	-6	114	-3	-4	0.2	-5	106	108
CCCN(CCC)CCNS(=O)(=O)c1ccc2c(c1)CCN2C(=O)C1CCC1	-15	0	-1	0	101	-11	-7	0.0	-1	102	102
Nn1c(SCc2ccc(Br)cc2)nnc1-c1ccncc1	-3	5	0	0	104	-1	0	0.3	0	105	102
CCOC(=O)C1=C(CSc2nc3c(cc2C#N)CN(C)CC3)OC(N)=C(C#N)C1c1ccncc1 (stereo unspecified)	6	-9	-2	-2	101	0	-5	1.0	-1	105	104
O=C(Nc1cccc(-c2nc3ncccc3o2)c1)c1ccco1	-12	4	2	-1	100	-10	-6	1.2	0	98	99
COCCn1c(-c2cccs2)nc2c(c(=O)c3ccccc3n2C)c1=O	-13	10	-11	-4	102	-11	-8	1.7	-1	104	103
CC(NC(=O)COC(=O)CSCc1ccccc1)c1ccccc1 (stereo unspecified)	5	-2	0	0	102	-1	2	-0.6	2	101	?
Cc1onc(-c2ccccc2Cl)c1C(=O)Nc1nn[nH]n1	-2	0	2	-2	53*	0	0	-0.2	13	47*	52
COc1ccccc1C(=O)NC(=S)Nc1ccc(S(=O)(=O)N2CCN(C)CC2)cc1	-2	0	-8	-7	98	-4	-16	0.5	-5	94	94
O=C1ON=C(c2ccccc2)/C1=C/c1ccc(OS(=O)(=O)c2ccccc2)cc1	5	-2	-1	-7	94	6	1	-0.9	-3	98	93
O=C(Cc1cn2ccsc2n1)NCCc1ccc(F)cc1	-16	0	2	-4	104	-13	-10	0.3	-3	99	97
CCN(CC)CCCn1c(=S)[nH]c2cc(C(=O)OC)ccc2c1=O	0	1	-4	-6	98	-2	-6	0.0	-3	99	97
O=C(O)/C=C/C(=O)Nc1ccc(NC(=O)c2ccccc2)c(Cl)c1	-5	3	0	2	101	-1	0	0.3	1	100	104
O=C(O)CSc1nnc(-c2ccncc2)n1C1CCCCC1	-10	0	-8	0	103	-6	-8	0.6	-2	105	102

Molecules listed so far with a cyano group (3):
SMILES	Bim-Bfl-1	ABCG2 block	Bim-Bcl-XL	Mcl-1 Bim block	RGS8-Gao	Bim-Bcl-2	Bim-Bcl-B	ABCB1 inh	Bcl-W Bim block	RGS4-Gao reg	RGS7-Gao
COCCNC(=O)/C(C#N)=C/c1ccc(SC)cc1	-2	1	0	1	100	0	-2	0.2	0	99	104
Cc1ccc(O)c(C(=O)c2cc(C#N)c(=O)n(C(C)c3ccccc3)c2)c1 (stereo unspecified)	3	7	0	5	94	3	-7	0.3	4	93	97
CCOC(=O)C1=C(CSc2nc3c(cc2C#N)CN(C)CC3)OC(N)=C(C#N)C1c1ccncc1 (stereo unspecified)	6	-9	-2	-2	101	0	-5	1.0	-1	105	104

(next part)
SMILES	Bim-Bfl-1	ABCG2 block	Bim-Bcl-XL	Mcl-1 Bim block	RGS8-Gao	Bim-Bcl-2	Bim-Bcl-B	ABCB1 inh	Bcl-W Bim block	RGS4-Gao reg	RGS7-Gao
O=C(CSc1nc2ccccc2c(=O)n1-c1ccc(F)cc1F)c1c[nH]c2ccccc12	-1	-5	-3	-1	103	0	-8	-0.6	-2	102	100
O=C(Nc1nnc(SCc2ccccc2)s1)c1ccco1	1	1	1	-1	97	3	3	0.1	1	95	99
CCc1ccc(-c2cn(C3CCCCC3)c(=S)[nH]2)cc1	10	5	-1	0	97	0	-34	-0.3	1	102	104
COc1ccc(-c2nnc(SCC(N)=O)n2N)cc1	-2	0	-2	-5	94	0	-1	-0.1	-4	92	90
CC1CCCN(C(=O)c2cc(N3C(=O)C4C5CCC(C5)C4C3=O)ccc2Cl)C1 (stereo unspecified)	-5	3	-5	-1	98	-1	-7	2.2	-7	95	97
O=C1c2ccccc2CN1CCSC(=S)N1CCOCC1	-4	6	-7	-3	102	-4	-6	0.6	-5	100	97
O=S(=O)(c1ccc(S(=O)(=O)N(Cc2ccc(F)cc2)C2CCCC2)cc1)N1CCCC1	-14	4	-9	-78	97	-24	-28	0.8	2	99	93
CC1CCN(CC(=O)Nc2ccccc2C(=O)c2ccccc2)CC1	-6	0	-2	-2	101	-11	-1	0.8	-3	98	105
Cc1cc(NC(=O)c2cc(C3CC3)on2)no1	-5	4	-1	0	95	0	-1	1.2	-2	92	87
CCOc1ccc(-c2ccc(SC)nn2)cc1	-3	2	-2	-1	103	-2	-2	0.1	-1	100	105
CC1CC(=O)c2c(cc3c(-c4c(O)cc(O)c5c(O)c6c(cc45)OC(C)CC6=O)c(O)cc(O)c3c2O)O1 (stereo unspecified)	0	-4	-2	0	102	0	-5	-1.8	2	104	115
Cc1nn2c(N)c(C#N)cnc2c1-c1ccccc1	6	15	12	4	90	13	5	3.4	6	92	97
OC(CCN1CCOCC1)(c1ccc(Cl)cc1)C1CCCCC1 (stereo unspecified)	-3	1	6	-3	88	0	-5	0.3	-3	97	98
CC(C)c1nc(Cl)c(C#N)c2c1CCCC2	-10	0	-10	-4	98	-4	-9	0.4	-3	93	100
COc1cc(C(=O)Nc2ccc(S(=O)(=O)Nc3cc(C)on3)cc2)cc(OC)c1OC	-5	55	-7	-8	97	-8	2	0.6	-2	94	96
